Bioassay records deposited in PubChem BioAssay by National Center for Advancing Translational Sciences (NCATS).
Mito fusion yeast: mitochondrial division inhibition or fusion activation; S. cerevisiae fusion-defective mutant growth rescue, CellTiterGlo 48 h; Potency, µM (doses to about 46.1 µM), inactives show at the highest dose growth rescue (activation), actives largely listed as activators; 320,000 compounds, 0.23% hits;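 note: potency is the fitted concentration of half-maximal effect; % of control where 0% means no effect; nearly all actives have a fitted effect of over 45% in size; temperature-sensitive fusion mutants such as fzo1-1 at 37 °C on non-fermentable ethanol glycerol medium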
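Compounds are tested for their ability to restore growth of mitochondrial fusion-defective yeast strains at non-permissive 37C in YPEG medium over 48 hours. Viability is quantified by luciferase luminescence.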
TSHR antagonist: antagonists of human thyroid stimulating hormone receptor; P16473; TSHR-expressing cells, TSH-stimulated cAMP HTRF, 2 h; active compounds read low; 330,000 compounds, 0.2% hits; activity change, negative = inhibition, % at 11.5 µM;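 active = activity change below a set negative limit, meaning inhibition stronger than a set level, cut at about -70% in these data; inconclusive = activity change between two set negative limits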; note: % is set by controls: 0 for no effect and ±100 for the full control effect
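Antagonism was scored as loss of TSH-driven cAMP in TSHR cells, stimulated with 4nM TSH (EC80) for 2 hours at 37 deg C and detected by homogeneous HTRF competition immunoassay.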
BCR signal inh: chronic active BCR signaling inhibition. ABC-DLBCL IkBa-CBG/CBR reporter, luminescence ratio, 4 h. Potency, µM (titrated, usually from 46.1 µM), inactives show at the highest dose ratio change, negative = lower green/red ratio, actives largely listed as inhibitors. 340,000 compounds, 0.05% hits. AID 493014; active = well fitted inhibition curve with a large enough effect in the signal ratio, with a control signal flat, not every such curve was filed as active; inconclusive = small, poorly fitted or top-dose-only effect, or effect the other way, or a change in a side signal; the % refers to the signal ratio;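 note: potency is the fitted concentration of half-maximal effect; plate controls were basal doxycycline-induced cells for no effect and cells given 10 µM MG132 for full effect; MG132 reads +100%, hits lower the ratio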
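Doxycycline induced both beetle luciferases in TMD8 lymphoma cells; IKK-driven degradation limits the IkappaBalpha-fused green signal, while red luminescence normalises for cell number and nonspecific effects. Compounds tested up to 46 uM, 4 hrs.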
Tb PFK block: T. brucei PFK enzyme inhibition. 330,000 compounds, 0.17% hits. Potency, µM (highest dose often 57.5 µM), for the others: top-dose activity, negative = inhibition, hits mostly inhibitors. T. brucei PFK, ADP-Glo luminescence;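 note: potency is the fitted concentration of half-maximal effect; 0% = uninhibited 1x PFK enzyme wells and -100% = no-enzyme wells; nearly all actives have a fitted effect of over 60% in size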
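In TEA buffer at pH 8.0 with 5 mM MgCl2, enzyme (1.25 nM) converted F6P (0.5 mM) and ATP (0.1 mM) for 45 min at room temperature. ADP product was read by luciferase luminescence.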
TSG101-PTAP inh: blocks PTAP/TSG101 interaction to inhibit HIV-1 budding; Q99816; Fluorescence polarization, FITC-PTAP peptide / Tsg101 binding; Potency, µM (top dose mostly 115 µM), inactives show at the highest dose activity change, negative = inhibition, most hits filed as inhibitors; 340,000 tested, under 10 active; active = well fitted inhibition curve with a large enough effect in the main read-out, with a control signal flat, not every such curve was filed as active; inconclusive = small, poorly fitted or top-dose-only effect, or effect the other way, or a change in a side signal; inactive = no such curve, though single readings can be large or run the other way; note: potency is the fitted concentration of half-maximal effect; % of control where 0% means no effect
Target sequence (Q99816 whole entry, looked up): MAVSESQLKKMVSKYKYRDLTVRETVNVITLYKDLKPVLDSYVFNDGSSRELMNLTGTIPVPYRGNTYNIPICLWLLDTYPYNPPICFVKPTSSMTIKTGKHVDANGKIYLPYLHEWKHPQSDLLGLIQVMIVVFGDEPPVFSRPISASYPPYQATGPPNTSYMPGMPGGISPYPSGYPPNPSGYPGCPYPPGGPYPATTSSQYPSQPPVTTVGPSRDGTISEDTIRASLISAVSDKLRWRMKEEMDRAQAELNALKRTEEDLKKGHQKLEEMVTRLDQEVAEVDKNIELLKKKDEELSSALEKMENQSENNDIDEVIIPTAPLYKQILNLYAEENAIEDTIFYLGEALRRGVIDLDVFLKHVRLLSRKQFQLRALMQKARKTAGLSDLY
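Tsg101 binding domain (10 uM final) was mixed with compound and a FITC-labeled PTAP peptide (50 nM final) in HEPES pH 7.5 buffer with NaCl, Tween 20, EDTA and TCEP; fluorescence polarization was read after 20 min at r.t.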
TCR activator: activates T cell receptor signaling | Potency, µM (series often up to 9.22 µM), for the others: at the top dose activation of IL-2 secretion, usual class: activators | primary human leukocytes, anti-CD3, IL-2 HTRF, 48 h | 330,000 tested, under 10 active; note: % of control where 0% means no effect
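1) Mix primary human leukocytes, a-CD3 beads and compound. 2) Incubate 48 hr. 3) Add HTRF IL-2 reagents (a-IL-2-K, a-IL-2-d2).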
B2AR arrestin: recruits beta-arrestin to the human beta2-adrenergic receptor; P07550; 330,000 compounds, 0.02% hits; beta-arrestin recruitment to beta2AR, cell-based reporter; Potency, µM (highest dose often 46.1 µM), for the others: at the highest dose activation, usual class: activators;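 note: potency is the fitted concentration of half-maximal effect; 0% = DMSO controls and full agonism = EC100 isoproterenol or metaproterenol; nearly all actives have a fitted effect of over 65% in size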
Eya2 inh: Eya2 (human) phosphatase inhibition; O00167; recombinant Eya2, OMFP fluorescence dephosphorylation (OMFP is methylfluorescein phosphate); Potency, µM (highest dose often 76.9 µM), for the others: at the highest dose activity, negative = inhibition, hits mostly inhibitors; 330,000 compounds, 0.006% hits; AID 488837; note: potency is the fitted concentration of half-maximal effect; % is set by controls: 0 for no effect and ±100 for the full control effect
Target sequence (O00167 whole entry, looked up): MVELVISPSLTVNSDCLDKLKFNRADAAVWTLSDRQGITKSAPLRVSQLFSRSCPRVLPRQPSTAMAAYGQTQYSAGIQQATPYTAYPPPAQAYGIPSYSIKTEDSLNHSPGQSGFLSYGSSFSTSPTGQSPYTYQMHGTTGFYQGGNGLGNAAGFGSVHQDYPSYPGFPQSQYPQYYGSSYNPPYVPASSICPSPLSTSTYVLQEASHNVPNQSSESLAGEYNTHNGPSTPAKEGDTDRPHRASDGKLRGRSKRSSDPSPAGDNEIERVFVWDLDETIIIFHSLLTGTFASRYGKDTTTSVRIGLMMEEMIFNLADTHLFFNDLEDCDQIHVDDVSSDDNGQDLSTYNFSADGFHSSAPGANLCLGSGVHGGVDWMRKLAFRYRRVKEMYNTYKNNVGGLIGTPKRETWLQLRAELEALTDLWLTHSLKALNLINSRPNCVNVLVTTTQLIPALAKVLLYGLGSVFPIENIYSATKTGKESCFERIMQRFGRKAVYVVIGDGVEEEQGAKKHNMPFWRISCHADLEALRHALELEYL
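Eya2 (0.2 uM) preincubated 10 min at ambient with compound, then OMFP substrate added at 50 uM; 10 min reaction in 50 mM HEPES pH 7.5, 50 mM NaCl, 5 uM MgCl2, 0.05% BSA, 1 mM DTT. Fluorescence read at Ex 485/Em 525 nm.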
USP2a inh: USP2a (human) protease inhibition. Potency, µM (titrated, usually from 38.3 µM), for inactives: top-dose activity change, negative = inhibition, actives largely listed as inhibitors. 330,000 compounds, 0.01% hits. O75604. USP2 core, Ub-CHOP2 coupled fluorogenic reporter, 485/531;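 note: potency is the fitted concentration of half-maximal effect; plate controls were DMSO wells for no effect and full inhibition by NEM control for full effect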
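USP2 core (10nM final) preincubated 30min RT with compound in 20mM Tris-HCl pH 8.0, 2mM CaCl2, 2mM beta-mercaptoethanol, 0.05% CHAPS; 25nM Ub-CHOP2 plus 25nM reporter substrate added, fluorescence (Ex485/Em531) read after 60min.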
uPA generation: cell surface uPA generation inhibition; 330,000 compounds, 0.31% hits; Potency, µM (series often up to 38.3 µM), for the others: at the top dose activity change, negative = inhibition, actives largely listed as inhibitors; cell surface uPA generation assay, qHTS; AID 540303; active = well fitted inhibition curve with a large enough effect; inconclusive = small, poorly fitted or top-dose-only effect; inactive = no such curve, though single readings can be large or run the other way; tested in mouse RAW 264.7 cells; note: potency is the fitted concentration of half-maximal effect; % is set by controls: 0 for no effect and ±100 for the full control effect; nearly all actives have a fitted effect of over 55% in size
ELG1 repair inh: ELG1-dependent DNA repair inhibition; HEK293T ELG1-luciferase reporter, luminescence, 16 h; DNA damage induced by 5-fluorouridine; AID 504467; Potency, µM (highest dose often 46.1 µM), without a hit: at the highest dose activity change, negative = inhibition, usual class: inhibitors; 330,000 compounds, 2.3% hits; note: potency is the fitted concentration of half-maximal effect; % is set by controls: 0 for no effect and ±100 for the full control effect; nearly all actives have a fitted effect of over 55% in size
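Reporter activity after DNA damage by 5-fluorouridine is monitored. Compound-treated cells incubate 16 hr at 37 °C, then ONE-Glo is added for 30 min before luminescence reading.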
Active calls of the source: *; ? = inconclusive; / = no result given; [ ] = remark or other dose. Unless noted, calls come from the whole dose curve; as a rule, active = well fitted curve in the direction sought with a large enough effect; inconclusive = small, poorly fitted or top-dose-only effect, or another doubt; inactive = no such curve, though single readings can be large; an effect the other way counts as inactive or inconclusive.

SMILES	Mito fusion yeast	TSHR antagonist	BCR signal inh	Tb PFK block	TSG101-PTAP inh	TCR activator	B2AR arrestin	Eya2 inh	USP2a inh	uPA generation	ELG1 repair inh
Cc1[nH]c2ccccc2c1/C=N/NC(=O)CCC(=O)Nc1ccccc1	3%	6	-26%	5%	-2%	-1%	-0.3%	-9%	2%	3%	-7%
Cc1ccc2nc(N(CCCN(C)C)C(=O)c3ccc(Br)s3)sc2c1	0%	8	?	3%	0%	-3%	0.7%	-21%	-2%	0%	26%
Cc1ccccc1NC(=O)N1C2CCCC1CC(NC(=O)C(C)(C)C)C2 (configuration not stated)	2%	17	3%	0%	1%	-6%	0.1%	8%	1%	-1%	0%
CC1=NOC2(C1)/C(=N/O)CCC/C2=N\O (configuration not stated)	-3%	-2	-1%	-1%	-8%	/	0.6%	6%	4%	/	4%
NC(=O)C(=O)NN=C1C2CC3CC(C2)CC1C3	0%	-2	4%	-1%	0%	0%	-0.2%	-6%	4%	-3%	14%
O=C(NCCCN1CCN(CCCNC(=O)c2cc([N+](=O)[O-])ccc2Cl)CC1)c1cc([N+](=O)[O-])ccc1Cl	-8%	12	-10%	-8%	-2%	-5%[46.1 µM]	-0.2%	1%	0%	-6%	19%
CC(C)(Oc1ccc(Br)cc1)C(=O)N1CCc2ccccc21	-4%	-7	3%	5%	-3%	-3%	-0.3%	14%	-1%	/	3%
Cc1cccc(OCc2n[nH]c(=S)n2Cc2ccccc2)c1	24%	5	1%	8%	94%[activator]	0%	0.0%	2%	3%	2%	-1%
CCOC(=O)c1c(C)[nH]c(C(=O)Cn2nnc(-c3ccccc3Cl)n2)c1C	3%	-9	-1%	2%	-2%	7%	-0.7%	14%	5%	2%	?
O=C1C(Cc2ccc(O)cc2)NC(=S)N1c1ccccc1 (configuration not stated)	2%	8	?	-1%	-5%	4%	-0.2%	7%	1%	/	1%
Cc1ccc(S(=O)(=O)c2cc3c(=O)n4ccccc4nc3n(Cc3ccco3)c2=N)cc1C	1%	-2	-17%	-9%	-13%	4%	0.2%	-7%	3%	-2%	-1%
CS(=O)(=O)N(CCc1ccccc1)CC(=O)NCc1ccc(Cl)cc1	4%	-7	-10%	-10%	-2%	-23%	-0.5%	2%	0%	4%	2%
CCn1ccnc1CN1CCN(CCC(C)C)C(CCO)C1 (configuration not stated)	2%	1	-15%	0%	-7%	10%	-0.9%	0%	0%	5%	8%
Cn1cc(S(=O)(=O)N2CCc3ccccc3C2)c(=O)n(C)c1=O	-2%	10	0%	-5%	-2%	0%	-0.1%	0%	-3%	4%	1%
Cc1cc(Cl)ccc1N=c1ssnc1Cl	1%	-28	?	?	-4%	-15%	-0.8%	13%	-7%	-3%	16µM*
Cc1cnc(C(=O)NC2CC(C)(C)Cc3c2cnn3-c2cccc(F)c2)cn1 (configuration not stated)	4%	-1	0%	0%	-7%	-1%	-0.5%	-13%	0%	-2%	-3%
NC[C@H](Cc1ccccc1)NCCc1cc(C(F)(F)F)cc(C(F)(F)F)c1	/	3	-3%	2%	-3%	-1%	-0.1%	4%	0%	8%	12%
COc1ccc(OC)c(C(=O)c2ccc(C(=O)N3CCCCC3)cc2)c1	0%	1	2%	0%	-5%	4%	0.0%	0%	4%	3%	-1%
COc1ccc(N2CCC(CNC(=O)Nc3cccc(OC)c3)C2)cc1 (configuration not stated)	5%	-5	-11%	-3%	/	/	-0.1%	-1%	-2%	-8%	-24%
C=C(C)C1CC=C(C)/C(=N\NC(=O)CCC(=O)Nc2ccc(C)c(C)c2)C1 (configuration not stated)	1%	9	3%	4%	-2%	2%	-0.1%	17%	15%	1%	-14%
CCc1nnc(NS(=O)(=O)c2ccc(NC(=S)NC(=O)c3ccncc3)cc2)s1	1%	0	2%	10%	0%	3%	-0.2%	-11%	0%	0%	1%
CCN(C[C@H]1N[C@@](Cc2ccccc2)(C(=O)OC)[C@H]2C(=O)N(C)C(=O)[C@@H]12)C(=O)c1ccccc1	/	-2	-1%	3%	-1%	2%	7.4%	-13%	-1%	-1%	5%
N/C(=N\OC(=O)CN1C(=O)c2ccccc2C1=O)c1ccc(Br)cc1	3%	11	2%	0%	0%	1%	-0.7%	-4%	0%	11%	8%
COCCNC(=S)N1CCc2cc(OC)c(OC)cc2C1COc1ccc(F)cc1 (configuration not stated)	-4%	-2	?	1%	1%	1%	-0.5%	-12%	-8%	4%	16µM*

An excerpt from above in order of length of the SMILES, falling.
SMILES	Mito fusion yeast	TSHR antagonist	BCR signal inh	Tb PFK block	TSG101-PTAP inh	TCR activator	B2AR arrestin	Eya2 inh	USP2a inh	uPA generation	ELG1 repair inh
CCN(C[C@H]1N[C@@](Cc2ccccc2)(C(=O)OC)[C@H]2C(=O)N(C)C(=O)[C@@H]12)C(=O)c1ccccc1	/	-2	-1%	3%	-1%	2%	7.4%	-13%	-1%	-1%	5%
C=C(C)C1CC=C(C)/C(=N\NC(=O)CCC(=O)Nc2ccc(C)c(C)c2)C1 (configuration not stated)	1%	9	3%	4%	-2%	2%	-0.1%	17%	15%	1%	-14%
CCc1nnc(NS(=O)(=O)c2ccc(NC(=S)NC(=O)c3ccncc3)cc2)s1	1%	0	2%	10%	0%	3%	-0.2%	-11%	0%	0%	1%
COCCNC(=S)N1CCc2cc(OC)c(OC)cc2C1COc1ccc(F)cc1 (configuration not stated)	-4%	-2	?	1%	1%	1%	-0.5%	-12%	-8%	4%	16µM*
CCn1ccnc1CN1CCN(CCC(C)C)C(CCO)C1 (configuration not stated)	2%	1	-15%	0%	-7%	10%	-0.9%	0%	0%	5%	8%

The results go on.
SMILES	Mito fusion yeast	TSHR antagonist	BCR signal inh	Tb PFK block	TSG101-PTAP inh	TCR activator	B2AR arrestin	Eya2 inh	USP2a inh	uPA generation	ELG1 repair inh
CCOC(=O)c1c(NC(=O)COC)sc(C)c1C	10%	6	-13%	1%	-1%	-7%[46.1 µM]	-0.2%	-3%	1%	4%	2%
O=C(Nc1ccc(Cl)c(Cl)c1)C1CCCCC1	?	-12	-4%	-14%	0%	2%	-0.2%	-34%	0%	-13%	23%
Cc1ccccc1OCCNCC(C)O (configuration not stated)	0%	-3	-21%	-8%	0%	-9%	-1.2%	1%	3%	4%	10%
CC(C)OC(=O)c1ccc(NC(=O)CSc2nc3ncccc3[nH]2)cc1	2%	-11	-5%	2%	-1%	-4%	0.2%	1%	-1%	10%	-21%
Cc1ccc(S(=O)(=O)NNC(=O)c2sccc2-n2cccc2)cc1	4%	78	20%	1%	-8%	-5%	-0.6%	-12%	-2%	2%	-30%
CCOC(=O)C1C(=O)NC(SCC(N)=O)=C(C#N)C1c1ccccc1OCC (configuration not stated)	-1%	-6	2%	-12%	27%	3%	-0.1%	7%	0%	-4%	-16%
CSc1ncccc1C(=O)NNC(=O)c1ccc(NS(=O)(=O)c2cccs2)cc1	-13%	7	4%	2%	-4%	-23%	0.2%	-5%	0%	0%	13%
COc1cc(OC)cc(-c2nnc(SCC(=O)Nc3cccc(C(=O)O)c3)s2)c1	2%	-12	8%	2%	-11%	-2%	0.0%	0%	0%	7%	16%
CC(C)(C)C(=O)N(Cc1ccc(Cl)cc1)c1cnccn1	17%	-6	3%	-1%	-3%	-4%	0.0%	1%	-6%	3%	?
Cc1cc2cc(C)c(NCCNC(=O)c3cccc(F)c3)nc2cc1C	19%	-1	-9%	-7%	-1%	-4%	0.0%	-10%	-1%	-1%	-6%
COc1ccc(CCNC(=O)CSc2nnc(-c3ccco3)c(-c3ccco3)n2)cc1OC	2%	-7	-1%	?	/	/	-0.6%	2%	-1%	/	-14%
